# Screening data as filed in PubChem BioAssay.
# Fam108B inh: counter-screen for RBBP9 inhibitors: inhibitors of mouse Fam108B; inhibition, % at 9.51 µM; actives 0.33% (n = 300,000); recombinant Fam108B, FP-Rh probe fluorescence polarization; AID 1947;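 active = inhibition above the screen mean inhibition plus 3 SD, computed separately per campaign, cut at about 18% in these data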;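 also: inhibitors lower polarization as less probe binds the enzyme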
# CR mimetic SO: yeast age-related superoxide inhibition as caloric restriction mimetic. S. cerevisiae aged cells, superoxide DHE fluorescence; hits give low values. superoxide response (% of plate mean), % at 10 µM. actives 0.18% (n = 330,000);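 active = superoxide response under a set limit, about three screen SD below normal, cut at about 65% in these data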;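 also: yeast aged for seven days with compound at 30 °C before DHE staining; 100% = average MFI of all compound-treated wells on the plate with controls excluded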
# Efflux pump inh: inhibitors of Candida antifungal efflux pumps expressed in yeast. S. cerevisiae Candida pump triplex, Nile Red efflux. inhibition, % at 10 µM. actives 0.44% (n = 330,000). AID 485275;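 active = plate passing quality check with inhibition over a set limit, or well fluorescence over plate mean plus 4 SD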;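 also: Nile Red retained in pooled yeast measured as flow cytometry median fluorescence; 0% = buffer negative control and 100% = Enniatin B positive control; higher means more Nile Red kept so more efflux inhibition; some compounds called inactive have numbers as strong as hits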
# ZTA DNA inh: ZTA (EBV) inhibition in EBNA-1 counter-screen; P03206; ZTA-DNA binding, fluorescence polarization; inhibition, % at 11 µM; actives 0.15% (n = 320,000); AID 2234; in the data active = inhibition above about 33%
# GLD-1 TGE inh: GLD-1-TGE RNA interaction inhibition (C. elegans). inhibition, % at 5.96 µM. Q17339. actives 0.44% (n = 320,000). purified GLD-1 + fluorescein TGE RNA, fluorescence polarization. AID 2280;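 active = percent inhibition above a per-plate cutoff, the plate mean of test compounds plus 3 SD, cut at about 30% in these data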;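 also: 0% = DMSO wells with GLD-1 and probe and 100% = wells lacking GLD-1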
# Target sequence (Q17339 whole entry, looked up): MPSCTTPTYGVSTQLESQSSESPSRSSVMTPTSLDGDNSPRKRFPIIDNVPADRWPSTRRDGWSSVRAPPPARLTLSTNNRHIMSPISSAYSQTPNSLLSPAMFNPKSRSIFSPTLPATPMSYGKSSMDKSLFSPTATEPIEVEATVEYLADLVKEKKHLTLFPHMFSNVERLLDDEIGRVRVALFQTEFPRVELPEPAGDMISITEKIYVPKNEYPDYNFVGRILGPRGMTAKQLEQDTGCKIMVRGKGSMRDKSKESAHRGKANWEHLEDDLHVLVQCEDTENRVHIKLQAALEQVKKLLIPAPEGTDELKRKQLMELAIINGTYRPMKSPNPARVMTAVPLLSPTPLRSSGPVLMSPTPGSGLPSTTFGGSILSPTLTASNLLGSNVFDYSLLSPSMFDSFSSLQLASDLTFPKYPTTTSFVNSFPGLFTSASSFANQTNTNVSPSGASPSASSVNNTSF
# MCL1 BIM primary: inhibitors of human MCL1 binding to BIM-BH3 peptide; Q07820; GST-MCL1 / FITC-Bim-BH3 fluorescence polarization; inhibition, % at 10.9 µM; actives 0.68% (n = 320,000); AID 2057;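 active = inhibition above the mean inhibition of all tested compounds plus 3 SD, set per campaign, cut at about 40% in these data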;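 also: 0% = DMSO wells and 100% = unlabeled Bim-BH3 peptide control; higher means more loss of mP so more displacement of Bim peptide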
# MEX-5 binding: C. elegans MEX-5 TCR-2 RNA binding activity; AID 1832; Q9XUB2; MEX-5/FITC-TCR2 RNA binding, fluorescence polarization; hits give low values; actives 0.38% (n = 300,000); activity score (negative = inhibition of binding), % at 10 µM;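 active = inhibition past about -25% in most replicates, and total fluorescence under double the plate's negative control median, limit read from the data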;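 also: 0% = DMSO and -100% = 5 µM competing unlabeled TCR2 RNA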
# Target sequence (Q9XUB2 whole entry, looked up): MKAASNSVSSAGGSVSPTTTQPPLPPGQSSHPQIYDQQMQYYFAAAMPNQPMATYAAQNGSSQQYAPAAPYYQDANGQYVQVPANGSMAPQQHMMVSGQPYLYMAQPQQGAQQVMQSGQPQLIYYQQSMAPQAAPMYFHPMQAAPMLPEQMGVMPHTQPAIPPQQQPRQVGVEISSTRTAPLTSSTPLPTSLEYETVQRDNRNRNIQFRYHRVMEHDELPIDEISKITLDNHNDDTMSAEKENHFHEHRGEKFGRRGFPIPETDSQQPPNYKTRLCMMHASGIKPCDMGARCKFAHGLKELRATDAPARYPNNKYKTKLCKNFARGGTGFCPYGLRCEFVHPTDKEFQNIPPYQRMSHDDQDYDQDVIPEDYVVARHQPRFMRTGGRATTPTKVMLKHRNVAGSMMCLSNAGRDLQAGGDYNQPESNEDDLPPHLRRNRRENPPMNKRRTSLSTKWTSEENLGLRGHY
# EBNA-1 inhibitor: blocks EBNA-1 binding to DNA. EBNA-1 DNA binding, fluorescence polarization. inhibition, % at 14.8 µM. actives 0.34% (n = 300,000). AID 1950; in the data active = inhibition above about 28%
# Bcl-xL primary: Bcl-xL (human) inhibition; Q07817; GST-Bcl-xL / FITC-Bim BH3 peptide fluorescence polarization; inhibition, % at 10.9 µM; actives 0.7% (n = 320,000); AID 2129;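 active = inhibition above the mean of all tested compounds plus 3 SD, cutoff set per campaign, cut at about 30% in these data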;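 also: 0% = DMSO wells and 100% = unlabeled Bim-BH3 peptide competitor; inhibitors lower millipolarization by displacing the labeled peptide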
# * marks the source's active call; other numbers are inactive results; · = no result given. Hits appear at their usual frequency (roughly 2.3% active in at least one column).
SMILES,Fam108B inh,CR mimetic SO,Efflux pump inh,ZTA DNA inh,GLD-1 TGE inh,MCL1 BIM primary,MEX-5 binding,EBNA-1 inhibitor,Bcl-xL primary
COc1cc(/C=C/C(=O)C2C(=O)C=C(C)OC2=O)cc(OC)c1O (centres undefined),-3,75,-0.1,-7,-24,-63,18,-10,-21
CC1CCCN(S(=O)(=O)c2csc(C(N)=O)c2)C1 (centres undefined),1,98,0.2,-18,0,3,3.5,-29,0
COC(=O)c1cc(S(=O)(=O)N2CCCCCC2)c[nH]1,-3,104,-0.3,8,0,-3,2.0,-2,0
O=C(COc1ccc(S(=O)(=O)N2CCOCC2)cc1Cl)NCc1ccccn1,0,87,-0.1,-16,6,4,0.5,-5,2
O=C(C1CCN(S(=O)(=O)c2cccc3cccnc23)CC1)N1CCN(c2ccccc2)CC1,2,102,0.0,5,0,8,·,4,5
Cc1cc(=O)[nH]c(SCC(=O)Nc2nc(-c3ccccc3)cs2)n1,1,96,0.0,1,-4,7,2.4,-5,12
CCCCNC(=S)NNC(=O)c1nn(C)cc1Cl,2,89,-0.2,-8,10,5,-3.4,-4,6
CCn1c(C)cc(/C=C2/SC(=O)N(CC(=O)N3CCCC3)C2=O)c1C,6,117,-0.1,-8,3,-1,-5.8,6,3
COC(=O)c1ccc(N=NNc2ccccc2)cc1,3,98,0.5,3,1,-10,-1.1,-4,0
COc1ccc(NC(=O)CSc2nnc(Cc3ccccc3)o2)c(OC)c1,0,82,0.0,-2,2,1,-3.0,6,6
CCCn1c(=N)c(C#N)cc2c(=O)n3cccc(C)c3nc21,2,117,0.0,7,-2,5,-4.3,-3,3
CC(C)N(c1ccccc1)c1ncnc(NCCC(=O)O)c1[N+](=O)[O-],3,93,0.3,13,6,9,0.6,2,3
Cc1ccc2c(c1)C1(OCCO1)C(=O)N2,4,111,0.1,6,-4,-1,1.3,-2,-1
Cn1c(CCc2ccc(N)cc2)nc2ccccc21,1,82,-0.1,-2,0,4,3.6,-16,3
COc1ccccc1Nc1ccc([N+](=O)[O-])cn1,-2,93,0.2,-3,5,3,-1.7,5,6
CCCN(C(=O)CCSc1ccc(F)cc1)c1c(N)n(Cc2ccccc2)c(=O)[nH]c1=O,-3,91,0.1,-13,1,3,-3.4,-1,0
COC(=O)c1cc(-c2ccc(Br)cc2)c2c(=O)[nH]c(=O)n(C)c2n1,-3,100,0.0,16,-5,-2,-0.4,12,1
CS(=O)(=O)c1ccc2nc(NC(=O)c3ccc(N4C(=O)CCC4=O)cc3)sc2c1,1,94,-0.1,15,-7,2,-0.5,-1,3
CCOC(=O)C1=C(N)Oc2ccc3ccccc3c2C1c1ccc(O)cc1 (centres undefined),3,107,0.0,-11,3,2,1.2,3,3
CN1/C(=C\C(=O)c2cccnc2Cl)C(C)(C)c2ccccc21,0,92,0.0,5,-1,5,-0.1,3,5

# Continued, overlapping the part above by 4 compounds.
SMILES,Fam108B inh,CR mimetic SO,Efflux pump inh,ZTA DNA inh,GLD-1 TGE inh,MCL1 BIM primary,MEX-5 binding,EBNA-1 inhibitor,Bcl-xL primary
COC(=O)c1cc(-c2ccc(Br)cc2)c2c(=O)[nH]c(=O)n(C)c2n1,-3,100,0.0,16,-5,-2,-0.4,12,1
CS(=O)(=O)c1ccc2nc(NC(=O)c3ccc(N4C(=O)CCC4=O)cc3)sc2c1,1,94,-0.1,15,-7,2,-0.5,-1,3
CCOC(=O)C1=C(N)Oc2ccc3ccccc3c2C1c1ccc(O)cc1 (centres undefined),3,107,0.0,-11,3,2,1.2,3,3
CN1/C(=C\C(=O)c2cccnc2Cl)C(C)(C)c2ccccc21,0,92,0.0,5,-1,5,-0.1,3,5
Cc1ccc(NC(=O)/C(=C/c2ccco2)c2ccccc2)c(C)c1,2,110,0.6,2,-1,-6,-2.0,-5,-3
CSc1ccc(S(=O)(=O)N2CCC(C(=O)NCC3CCCO3)CC2)cc1 (centres undefined),1,103,-0.1,-10,-2,-14,-0.4,13,-8
COc1ccccc1OCC(=O)Nc1ccc2c(c1)OCO2,0,96,0.0,8,3,18,0.5,-6,11
CCc1ccc(CNC(=O)c2ccc(NC(=O)C3=CSCCO3)cc2)cc1,-4,98,0.1,-5,8,-8,0.0,-7,-2
Cc1cc(NC(=O)NC2CC(=O)N(c3ccc4c(c3)OCCO4)C2)no1 (centres undefined),1,104,-0.1,-10,-3,-11,0.1,-2,3
Cc1ccc(C)c(NC(=O)c2cc(S(=O)(=O)N3CCOCC3)cn2C)c1,-1,91,0.0,4,1,2,-1.5,6,1
CCn1nnnc1SCC(=O)Nc1ccc2c(c1)OCO2,3,91,0.0,-9,1,9,-2.6,3,8
C=CCn1c[n+](CC(=O)c2ccc(Br)s2)c2ccccc21,-1,92,0.1,-3,-12,-8,2.8,0,-7
COc1cccc(-c2nn(-c3ccccc3)cc2CNC(C)Cn2cncn2)c1 (centres undefined),4,96,0.1,-2,6,-1,-0.9,-4,-1
O=C(CSc1nnc(-c2ccc(O)cc2)o1)Nc1ccccc1,2,96,0.0,4,0,-1,3.1,13,2
CCOC(=O)C1CCN(c2ccc([N+](=O)[O-])cc2S(=O)(=O)N2CCOCC2)CC1,4,97,0.0,9,0,4,-0.2,5,4
Cc1cccc(-c2nc3ccccc3c(=O)n2NC(=O)c2cccnc2Cl)c1,-3,100,0.1,-13,3,20,0.5,-8,9
O=C(Nc1ccc(F)cc1)C1CCN(S(=O)(=O)c2ccc3[nH]c(=O)oc3c2)CC1,0,102,0.1,-7,0,5,1.7,-13,0
CCOC(=O)N1CCN(C(=O)CNC(=O)C23CC4CC(CC(C4)C2)C3)CC1,0,88,0.4,2,-2,4,1.1,-4,0
CCCN(Cc1cc2cc(C)ccc2[nH]c1=O)C(=O)c1cccc([N+](=O)[O-])c1,-1,82,0.0,-9,8,-4,2.5,-8,2
Cc1cc(C)nc(SCc2ccc(C(=O)N/N=C3\CCCC(=O)C3)cc2)n1,-2,97,0.0,1,43*,14,-1.3,2,8
Cn1cnnc1Sc1ccc(C(=O)NCCC(c2ccccc2)c2ccccc2)cc1[N+](=O)[O-],2,89,0.0,16,6,-19,-1.6,1,-8
O=C(Cc1ccc2c(c1)CCCC2)Nc1ccc2ccccc2c1,5,97,-0.1,-19,8,6,-1.6,-6,6
Nc1nc2nccc(-c3cccnc3)n2n1,2,94,-0.3,-13,2,7,0.6,1,2
O=C(C1=C(O)C(=O)N(CCc2ccccc2)C1c1ccncc1)c1cc2ccccc2o1 (centres undefined),3,92,0.2,-1,6,5,0.7,-26,7
Cc1nc(-c2cc(-c3ccc(Cl)cc3)no2)cs1,-3,104,-0.2,-4,0,-4,0.2,-18,-2
Cc1c(NC(=O)c2ccccc2)c(=O)n(-c2ccccc2)n1C,0,98,-0.1,-2,7,0,2.3,-2,-1
S=c1[nH]nc(Cc2cccs2)n1-c1cccc2ccccc12,-2,96,-0.3,4,6,-4,-2.3,5,2
O=C(NCc1ccco1)c1ccc(CS(=O)(=O)Cc2ccc(Cl)cc2)o1,-1,89,0.1,6,2,6,-0.2,3,4
CN(C)C(=O)N1CCC(C(=O)NCc2cccs2)CC1,1,91,0.0,17,5,4,0.2,-1,2
O=S(=O)(NCc1ccc(C(F)(F)F)cc1)c1ccc(-n2cnnn2)cc1,-1,99,-0.1,-1,1,9,-5.3,-11,2
C[C@H](NC(=O)c1ccccc1Cl)C(=O)NCCc1ccc(S(N)(=O)=O)cc1,-3,104,-0.1,5,0,2,-0.3,1,4
CCC(C)(C)C1CCc2[nH]nc(C(=O)NCC3CC3)c2C1 (centres undefined),2,86,0.0,-5,-6,1,·,4,3
CC(C)(C)C(=O)NC(NC(=S)Nc1ccc(S(N)(=O)=O)cc1)C(Cl)(Cl)Cl (centres undefined),2,101,0.1,-7,-10,-3,-1.4,4,-2
Cc1nnc2n(-c3ccccc3)c(=O)c3ccccc3n12,-1,102,0.0,-4,-3,4,3.0,-6,2
CCN(CC)c1ccc(S(=O)(=O)N2CCOCC2)cc1NC(=O)C1CC1,·,86,-0.1,-8,3,3,·,·,3
COc1cc(OC)cc(C(=O)N2CCN(c3ccccn3)CC2)c1,-1,108,-0.1,17,2,8,0.7,7,4

# GLD-1 TGE inh: hit marks shown above.
smiles | Efflux pump inh | GLD-1 TGE inh | MCL1 BIM primary | MEX-5 binding | EBNA-1 inhibitor | Bcl-xL primary
Cc1cc(C)nc(SCc2ccc(C(=O)N/N=C3\CCCC(=O)C3)cc2)n1 | 0.0 | 43* | 14 | -1.3 | 2 | 8

# An excerpt from above in order of the EBNA-1 inhibitor value, highest first.
compound	Efflux pump inh	GLD-1 TGE inh	MCL1 BIM primary	MEX-5 binding	EBNA-1 inhibitor	Bcl-xL primary
S=c1[nH]nc(Cc2cccs2)n1-c1cccc2ccccc12	-0.3	6	-4	-2.3	5	2
O=C(NCc1ccco1)c1ccc(CS(=O)(=O)Cc2ccc(Cl)cc2)o1	0.1	2	6	-0.2	3	4
C[C@H](NC(=O)c1ccccc1Cl)C(=O)NCCc1ccc(S(N)(=O)=O)cc1	-0.1	0	2	-0.3	1	4
